# Screening data (PubChem BioAssay)
# CCT modulator: changes cytosolic chaperonin activity | activity change, % (concentration not given with the values), hits read low | purified chaperonin ATPase assay, HTRF ADP detection, 30 min | actives 0.3% (n = 360,000) | AID 651819; in the data active means activity change below about -30%; further: on the % scale 0 is the no-effect control and ±100 the full control effect
#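 TRiC at 40 or 20 nM final (batch-dependent) in 30 mM Tris pH 7.4, 100 mM KCl, 5 mM MgCl2, 1 mM DTT, with compound at single 76 uM and 10 uM ATP, 30 min at 37 deg C. ADP detected by HTRF Transcreener, 665/615 ratio.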
# PI5P4Ka inh: PI5P4K alpha (human) kinase inhibition. PI5P4Kalpha enzyme, ADP-Glo luminescence, 60 min; stronger effect = lower value. P48426. max response, %. AID 652105. actives 1.2% (n = 330,000); active means max response of -50% or lower; inconclusive means between -30% and -50%; inactive means -30% or higher; further: value at the top dose of about 77 µM; on the % scale 0 is the no-effect control and ±100 the full control effect
# Target sequence (P48426 whole entry, looked up): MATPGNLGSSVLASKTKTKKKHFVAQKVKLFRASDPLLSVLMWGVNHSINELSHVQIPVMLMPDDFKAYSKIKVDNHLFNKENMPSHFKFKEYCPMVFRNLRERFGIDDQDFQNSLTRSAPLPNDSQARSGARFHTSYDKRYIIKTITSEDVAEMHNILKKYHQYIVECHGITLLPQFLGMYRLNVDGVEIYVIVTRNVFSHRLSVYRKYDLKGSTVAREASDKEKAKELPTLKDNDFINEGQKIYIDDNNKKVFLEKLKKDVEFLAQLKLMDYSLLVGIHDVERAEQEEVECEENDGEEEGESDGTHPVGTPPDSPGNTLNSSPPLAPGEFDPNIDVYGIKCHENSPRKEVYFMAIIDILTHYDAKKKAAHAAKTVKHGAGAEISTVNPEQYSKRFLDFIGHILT
#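 qHTS, 1536-well: enzyme/substrate mix, compound by pin tool, 5 microM ATP final; RT 60 min; ADP-Glo reagents 1 (45 min) then 2 (30 min); luminescence.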
# EPAC2 agonist: EPAC2 (human) agonism. Q8WZA2. EPAC2 activation, biochemical qHTS; response scale: 100% = 6.5 mM cAMP response. Potency, µM (doses to about 154 µM), for inactives: top-dose activation, usual class: activators. actives 0.079% (n = 360,000). AID 720711; further: potency means the concentration at half of the fitted maximal effect; nearly all actives have a fitted effect of over 50% in size
#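 Compounds were titrated in qHTS against a Rap1B-BODIPY-GDP (250 nM) complex with EPAC2 (100 nM) and GDP (50 uM). BODIPY-GDP release tracked at 480/540 nm over 30 min at room temperature, normalized to 6.5 mM cAMP.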
# WRN inhibitor: inhibitors of human WRN helicase; Q14191; WRN helicase unwinding, fluorescent forked duplex, kinetic; Potency, µM (titrated, usually from 114 µM), without a hit: top-dose activity change, negative = inhibition, hits mostly inhibitors; actives 0.46% (n = 360,000); AID 651768; further: potency means the concentration at half of the fitted maximal effect; on the % scale 0 is the no-effect control and ±100 the full control effect; nearly all actives have a fitted effect of over 55% in size
#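 Primary qHTS, 1536-well format. 20 nM WRN + compound, 15 min RT; start with 100 nM forked fluorophore/quencher duplex, 2 mM ATP (final); kinetic read ex 525/em 598 nm.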
# EPAC1 agonist: activates human EPAC1 exchange factor; EPAC1 agonist qHTS, biochemical assay; response scale: 100% = response to 6.5 mM cAMP; Potency, µM (titrated, usually from 154 µM), for the others: at the highest dose activation, usual class: activators; actives 0.073% (n = 360,000); O95398; further: potency means the concentration at half of the fitted maximal effect; nearly all actives have a fitted effect of over 60% in size
#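 Normalized to 6.5 mM cAMP, activity reflects EPAC1-catalysed release of BODIPY-GDP from Rap1B, followed kinetically over 30 min at 480 nm excitation, 540 nm emission. Reaction contained 100 nM EPAC1, 250 nM Rap1B-BODIPY-GDP, 50 uM GDP.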
# EPAC1 antagonist: blocks human EPAC1 exchange factor; EPAC1 GEF assay, Rap1b-BODIPY-GDP exchange fluorescence; actives 0.14% (n = 360,000); Potency, µM (doses to about 115 µM), without a hit: top-dose activity change, negative = inhibition, actives largely listed as inhibitors; AID 720709;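 further: potency means the concentration at half of the fitted maximal effect; plate controls were vehicle for no effect and positive control for full effect; nearly all actives have a fitted effect of over 50% in size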
# IL2 activator: IL-2 activation; activation, % (series mostly up to about 46 µM); IL-2 activation reporter assay, cell-based qHTS; stimulated with anti-CD3/CD4/CD28 beads; in transgenic mouse T cells; actives 0.065% (n = 360,000); in the data active means activation above about 50%; inconclusive means mostly about 30% to 49%; further: 0% is about no effect
#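 Quantitative HTS in unstimulated transgenic mouse T cells, with memory T cells as non-tolerant control and PMA/ionomycin as tolerance-bypass control. Compound pretreatment lasted 60 minutes before 18 h bead stimulation; EGFP/DsRed fluorescence read.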
# PLK1 PBD block: PLK1 (human) polo-box domain binding inhibition; P53350; Potency, µM, without a hit: max response, negative = inhibition, actives largely listed as inhibitors; Plk1 PBD binding of FITC phosphopeptide, fluorescence polarization; actives 2.8% (n = 360,000); further: potency means the concentration at half of the fitted maximal effect; series mostly up to about 57 µM; on the % scale 0 is the no-effect control and ±100 the full control effect; nearly all actives have a fitted effect of over 65% in size
# Target sequence (P53350 whole entry, looked up, the tested form may be a part): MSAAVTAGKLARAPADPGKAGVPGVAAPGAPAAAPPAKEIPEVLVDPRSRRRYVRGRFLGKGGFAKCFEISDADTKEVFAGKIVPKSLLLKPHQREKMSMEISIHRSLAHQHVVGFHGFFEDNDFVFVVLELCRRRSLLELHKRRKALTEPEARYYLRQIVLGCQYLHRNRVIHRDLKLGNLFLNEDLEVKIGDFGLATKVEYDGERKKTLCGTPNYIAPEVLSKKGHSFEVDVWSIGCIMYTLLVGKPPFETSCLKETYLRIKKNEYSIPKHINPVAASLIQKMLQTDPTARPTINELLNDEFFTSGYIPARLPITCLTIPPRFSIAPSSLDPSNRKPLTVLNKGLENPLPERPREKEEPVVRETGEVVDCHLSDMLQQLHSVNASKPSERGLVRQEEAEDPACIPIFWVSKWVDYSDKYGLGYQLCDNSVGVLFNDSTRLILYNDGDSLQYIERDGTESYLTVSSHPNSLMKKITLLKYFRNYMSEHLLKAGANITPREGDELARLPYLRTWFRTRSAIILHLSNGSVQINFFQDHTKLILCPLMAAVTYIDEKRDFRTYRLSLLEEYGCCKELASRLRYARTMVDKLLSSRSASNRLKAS
# * marks the source's active call; other numbers are inactive results; ? = inconclusive; . = no result given; [ ] = remark or other dose. Unless noted, the call rests on the fitted dose curve; in most records, active means well fitted curve in the direction sought with a large enough effect; inconclusive means small, poorly fitted or top-dose-only effect, or another doubt; inactive means no such curve, though single readings can be large; an effect the other way counts as inactive or inconclusive. Not all compounds are listed; the hit share may differ from the screen's.
SMILES,CCT modulator,PI5P4Ka inh,EPAC2 agonist,WRN inhibitor,EPAC1 agonist,EPAC1 antagonist,IL2 activator,PLK1 PBD block
COc1ccc(N2CCc3c(C)nc(SC)nc32)cc1,1.5,9,3%,-4%,16%,14%,0.4,-2%
CC(=O)c1ccc(C(=O)N2CCCC(CCC(=O)N(C)CCc3ccccn3)C2)s1 (configuration not stated),-10,-1,4%,7%,-1%,-2%,0.6,9%
COc1ccc(Cl)cc1C(=O)NNC(=O)CSc1nncn1C,0.6,-6,1%,12%,4%,32%[activator],0.0,1%
O=C(Nc1ccc(S(=O)(=O)Nc2nccs2)cc1)c1cccc(N2C(=O)c3ccccc3C2=O)c1,0.4,-25,8%,-26%[57.1 µM],3%,-9%,-0.1,-6%
COc1ccc(CNC(=O)C[C@H]2C[C@H](C(=O)N3CCOCC3)[C@@]3(C)c4[nH]c5cc(-c6ccco6)ccc5c4CCN3C2=O)cc1OC,0.7,0,-1%,-6%,1%,-15%,0.1,-7%
CCCC[N+](C)(C)CCC(=O)NC(C)(C)CS(=O)(=O)[O-],3.3,5,3%,-29%,4%,0%,-0.5,0%
CC(=O)c1ccc(N(CC(=O)NC2CCCC2)C(=O)CNC(=O)c2cccs2)cc1,-3.4,2,12%,6%,3%,-8%,0.3,-10%
CC(CC(=O)Nc1ccc(S(=O)(=O)N2CCOCC2)cc1)c1ccccc1 (configuration not stated),-0.5,16,-5%,1%,1%,-8%,2.9,2%
CC(=O)Nc1ccc2nc(-c3cccs3)[nH]c2c1,-0.4,-8,7%,-23%,1%,9%,0.1,-6%
CCOc1ccccc1NC(=O)CSc1nc(=O)n(Cc2ccccn2)c2c1CCC2,-0.1,-8,0%,1%,-7%,2%,1.4,-1%
CCOc1ccc(CC(=O)N/N=C/c2cccnc2)cc1OCC,1.0,0,7%,-3%,7%,-9%,-0.2,-6%
Cc1cccc(C(=O)N2CCN(c3ncnc4c3cnn4-c3ccccc3)CC2)c1,-1.6,1,7%,-13%,8%,-3%,-2.3,-2%

# Next section (3 carried over from the part before).
SMILES,CCT modulator,PI5P4Ka inh,EPAC2 agonist,WRN inhibitor,EPAC1 agonist,EPAC1 antagonist,IL2 activator,PLK1 PBD block
CCOc1ccccc1NC(=O)CSc1nc(=O)n(Cc2ccccn2)c2c1CCC2,-0.1,-8,0%,1%,-7%,2%,1.4,-1%
CCOc1ccc(CC(=O)N/N=C/c2cccnc2)cc1OCC,1.0,0,7%,-3%,7%,-9%,-0.2,-6%
Cc1cccc(C(=O)N2CCN(c3ncnc4c3cnn4-c3ccccc3)CC2)c1,-1.6,1,7%,-13%,8%,-3%,-2.3,-2%
CCS(=O)(=O)N1CCC(C(=O)NCc2ccc(F)cc2Cl)CC1,4.6,.,1%,-2%,2%,-8%,0.1,-4%
CCC(C)(C(=O)NC1CCCCC1)N(Cc1ccco1)C(=O)Cc1cccs1 (configuration not stated),2.0,1,-4%,5%,-5%,14%,-3.8,-1%
CCOc1ccccc1N1CC(C(=O)Nc2nccs2)CC1=O (configuration not stated),-1.5,-11,5%,-1%,5%,18%,0.9,-7%
CC(C)(C)C(=O)/C=c1\[nH]c(=O)/c(=C\c2ccc(F)cc2)s1,0.9,-5,-10%,-22%,3%,-24%,-0.1,-6%
CCOc1ccc(CNC(=O)c2ccc(Sc3ccc(Cl)cc3)c(NC(C)=O)c2)cc1OC,-11,6,7%,-10%,7%,-21%,-0.9,-7%
O=S(=O)(CCc1nc2ccccc2o1)c1ccc(Cl)c(Cl)c1,2.0,0,2%,2%,-4%,-1%,0.0,0%
O=C(Nc1nnc(-c2ccc(F)cc2)o1)C1CCCN1S(=O)(=O)c1cccs1 (configuration not stated),-0.1,-10,7%,-11%,1%,-3%,0.2,3%
COc1ccc(CN(C)C(=O)c2ccc(NC(=O)CC3SC(N4CCCCC4)=NC3=O)cc2)c(OC)c1 (configuration not stated),-1.2,6,12%,-9%,0%,-8%,0.0,-10%
CN(C)CCC(=O)c1ccc(F)cc1,0.3,1,2%,-5%,13%,-27%,-3.1,?
CCOC(=O)c1ccccc1NC(=O)c1n[nH]c(=O)c2ccccc12,0.5,-13,8%,5%,6%,-1%,-2.3,-14%
Cc1nn(Cc2c(F)c(F)c(F)c(F)c2F)c(C)c1NC(=O)c1cccc(COc2ccccc2Cl)c1,-2.6,.,-1%,-1%,12%,-2%,-1.3,-22%
COc1ccc(CCNC(=O)C(=O)NCC2OCCN2C(=O)c2ccc(Cl)cc2)cc1 (configuration not stated),-1.2,-6,0%,2%,4%,-22%,-1.9,-6%
O=C(Nc1ccc(C(=O)N2CCCCC2)cc1)c1ccccc1Br,-0.8,6,5%,5%,10%,-2%,-2.0,-6%
Cc1cc(C)cc(NC(=O)CCC(=O)Nc2nnc(C(F)(F)F)s2)c1,0.0,0,4%,1%,7%,2%,1.0,-3%
CCc1ccc(C(O)c2ncc(-c3ccc4ccccc4c3)[nH]2)cc1 (configuration not stated),-1.0,9,8%,-3%,-2%,-13%,0.5,-2%
O=C1Nc2cc(Cl)c(Cl)cc2N(O)N1c1ccc(Cl)c(Cl)c1,-1.9,.,7%,-21%,1%,-2%,-1.2,-20%
COc1cc(C(=O)N2CCN(c3ccccc3O)CC2)ccc1OCC(=O)N1CCOCC1,-1.0,1,0%,-8%,5%,9%,0.1,1%
COc1ccc(CC(C)N2CCN(c3ccccc3OC)CC2)cc1OC (configuration not stated),-2.7,.,-1%,-14%,1%,1%,-1.0,-8%
Cc1cc2c(cc1S(=O)(=O)N1CCN(c3ccccc3F)CC1)OCC(=O)N2,-0.8,-6,-6%,-1%,-16%,-8%,3.0,5%
COc1ccc(N(CC(=O)NC2CCCCC2)S(=O)(=O)c2cccs2)cc1,-0.4,4,-1%,7%,11%,2%,0.9,-7%
Cc1cnc(C(=O)OCC(=O)Nc2cc(S(=O)(=O)N3CCOCC3)ccc2Cl)cn1,-0.2,10,-7%,2%,7%,5%,-1.3,3%
Clc1ccc(COc2cccc(CNCc3ccncc3)c2)cc1,-1.4,8,-1%,-8%,0%,-12%,-1.1,-2%
CCc1nc2ccccc2c(C(=O)OCC(=O)NCc2ccco2)c1C,-0.5,3,10%,-4%,0%,-6%,-0.2,-4%
Cc1occc1C(=O)NNC(=O)c1ccc(Br)o1,2.3,2,3%,3%,-7%,4%,0.2,-3%
c1ccc(Oc2ncnc3sccc23)cc1,2.8,7,11%,-15%,2%,-21%,0.7,-8%
NS(=O)(=O)c1ccc(CNC(=O)/C=C/c2ccccc2[N+](=O)[O-])cc1,-0.1,-14,10%,6%,10%,-1%,-1.5,-19%
Cc1ccc(-c2cc(-c3ccccc3)c3c(N)c(S(C)(=O)=O)sc3n2)cc1,-1.5,9,3%,-8%,6%,10%,0.1,-8%
CCOc1ncccc1C(=O)OCC(=O)c1ccc(F)cc1,-2.8,-15,0%,-9%,-2%,0%,0.1,17µM*
CC(=O)c1ccc(N2CCN(C(=S)NCc3ccco3)CC2)cc1,-13,0,-1%,2%,-4%,8%,1.4,-7%
COc1ccc([C@H]2[C@H](C(=O)OC(C)(C)C)N3N=Cc4ccccc4C3C23C(=O)c2ccccc2C3=O)cc1OC (some centres not stated),0.4,-7,-8%,-6%,-7%,-13%,-0.6,?
COc1ccccc1OCC(=O)Nc1cc(C(F)(F)F)ccc1-n1cncn1,-2.6,-1,-4%,-1%,?,1%,0.6,-2%
COc1cc(-c2nnc(Cn3cc(C(F)(F)F)ccc3=O)o2)cc(OC)c1OC,-1.6,1,-4%,-3%,3%,-1%,3.5,-1%
CCCCN(C(=O)CSCC(=O)Nc1ccc(OC)cc1)c1c(N)n(Cc2ccccc2)c(=O)[nH]c1=O,-3.7,-5,-3%,3%,-1%,14%,-3.3,-3%
CC[C@]12c3[nH]c4cc(-c5ccco5)ccc4c3CCN1C(=O)[C@@H](CC(=O)NCCc1ccccn1)C[C@@H]2C(=O)N1CCN(C(=O)c2ccco2)CC1,-0.3,-10,0%,-1%,-18%,-23%,-0.6,?
CN(C)S(=O)(=O)c1ccc(C(=O)OCCCN=C2NS(=O)(=O)c3ccccc32)cc1,0.5,2,10%,-1%,12%,-8%,0.8,-6%
CCC1(C)Cc2ccccc2-c2nc(SC)[nH]c(=O)c21 (configuration not stated),0.9,21,6%,-6%,17%,-16%,-0.6,1%
CC(C)(CNC(=O)CNC(=O)C1CCCCC1)N1CCOCC1,1.9,-7,2%,15%,-4%,4%,0.0,-2%
CCN(CC)CCCN1C(=O)C(O)=C(C(=O)c2cc3cccc(OC)c3o2)C1c1ccncc1 (configuration not stated),2.5,.,-3%,-3%,5%,4%,2.5,-8%
O=C(CCNC(=O)c1ccccc1)N/N=C/c1ccc([N+](=O)[O-])cc1,1.2,-2,3%,-7%,2%,14%,0.5,-4%
CCc1nn(CC(=O)NCCCN2CCN(CC)CC2)c(=O)c2cc3occc3n12,-0.4,1,6%,3%,6%,-15%,-1.9,2%
O=C(CC(c1ccccc1)(c1ccccc1)c1ccccc1)N[C@@H](Cc1ccc(O)cc1)C(=O)O,0.4,-6,4%,-5%,-7%,?,0.0,-9%
CC1CCCCC12NC(=O)N(CC(=O)NCc1cccs1)C2=O (configuration not stated),-1.7,1,-1%,8%,5%,-5%,-0.4,-4%
Cc1ccc(C(=O)NCC(=O)NCC(=O)OCc2ccc(F)cc2)cc1,2.5,-3,1%,-4%,3%,-9%,1.1,-4%
CCCCN(C(=O)C(C)Oc1ccc(Br)cc1)c1c(N)n(Cc2ccccc2)c(=O)[nH]c1=O (configuration not stated),0.5,4,-19%,-2%,-20%,16%,-0.1,-1%
Cc1cccnc1NC(=O)c1ccc(Cl)c(S(=O)(=O)N2CCCCCC2)c1,3.0,1,2%,?,-19%,-13%,-6.1,-11%
COc1c2c(c(OC)c3c1c(=O)c1ccccc1n3C)OCO2,-1.7,15,0%,-8%,2%,8%,-5.7,-6%
COc1ccc(C(C(=O)NC(C)(C)C)N(Cc2ccc(F)cc2)C(=O)CCC(=O)Nc2cc(C)on2)cc1 (configuration not stated),-0.5,3,5%,-4%,-6%,-23%,-1.1,-12%
